FXIa inh: human FXIa protease inhibitors, primary screen, biochemical, 1536-well; Coagulation factor XI (Homo sapiens), P03951; purified FXIa, Boc-Glu-Ala-Arg-AMC fluorogenic substrate; inhibition, % at 5 µM; hit rate 0.14% among 220,000; AID 798, 2007;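 active means inhibition of at least 40%; inactive means inhibition below 40%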;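 further: fluorescence of freed AMC excited at 355 nm; 0% = enzyme without compound and 100% = no enzyme blank; many of its hits are not listed in these tables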
Wee1 stabilizer: Wee1 degradation inhibitors, primary screen, cell-based, HeLa, Wee1K328M-luciferase, luminescence | Wee1-like protein kinase (Homo sapiens), P30291 | HeLa Luc-Wee1K328M stability; 100% = proteasome inhibitor MG132 effect | reporter increase, % at 5 µM | hit rate 1.2% among 220,000;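 active means activation above the mean of all tested compounds plus 3 SD, set per screening run, cut at about 8.8% in these data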;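 further: cells exposed to compound for 20 h before luminescence read; 0% = DMSO alone and 100% = MG132 at 30 µM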
FXIIa inh: human FXIIa protease inhibitors, primary screen, biochemical, 1536-well; purified FXIIa, Boc-QGR-AMC fluorogenic substrate, 2 h; Coagulation factor XII (Homo sapiens), P00748; hit rate 0.3% among 220,000; inhibition, % at 5 µM; in the data active means inhibition above about 40%;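 further: 0% = enzyme with no compound and 100% = blank without enzyme; many of its hits are not listed in these tables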
Target sequence (P00748 20-372 limits assumed): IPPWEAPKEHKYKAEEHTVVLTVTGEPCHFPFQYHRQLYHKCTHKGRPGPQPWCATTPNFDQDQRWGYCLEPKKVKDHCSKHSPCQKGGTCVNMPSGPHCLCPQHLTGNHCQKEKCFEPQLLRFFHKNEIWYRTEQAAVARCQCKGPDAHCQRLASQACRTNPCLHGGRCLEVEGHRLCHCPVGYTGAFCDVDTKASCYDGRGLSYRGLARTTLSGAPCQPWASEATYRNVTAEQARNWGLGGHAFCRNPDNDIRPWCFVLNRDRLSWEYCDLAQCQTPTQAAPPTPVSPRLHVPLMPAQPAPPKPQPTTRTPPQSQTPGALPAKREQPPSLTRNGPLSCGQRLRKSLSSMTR
Target sequence (P00748 373-615 limits assumed): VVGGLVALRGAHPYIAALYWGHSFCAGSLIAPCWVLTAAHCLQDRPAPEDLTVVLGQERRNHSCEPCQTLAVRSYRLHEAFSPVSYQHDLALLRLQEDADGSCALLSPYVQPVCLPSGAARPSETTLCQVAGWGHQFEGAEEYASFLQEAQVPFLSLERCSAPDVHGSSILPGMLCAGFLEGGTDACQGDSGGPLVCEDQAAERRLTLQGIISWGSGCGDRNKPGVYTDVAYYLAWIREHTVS
TNF necrop inh: inhibitors of TNF-alpha triggered necroptosis, primary screen, cell-based, Jurkat FADD-/-, single concentration; Jurkat FADD-/- TNF necroptosis rescue, ATP luminescence, 24 h; 0 = TNF only, 100 = no-TNF cells; activation (protection from cell death), % at 10 µM; hit rate 0.068% among 220,000;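 active means activation, meaning protection from cell death, of at least 50% relative to plate controls; inactive means activation below 50%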;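 further: necroptosis triggered by 40 ng/mL TNF-alpha added together with compound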
CHOP inhibitor: inhibitors of CHOP promoter induction, primary screen, cell-based, unfolded protein response, luciferase reporter | CHO-K1 CHOP-promoter luciferase, tunicamycin-induced, 15-18 h | inhibition, % at 10 µM | AID 2732, 2010 | hit rate 3.8% among 220,000;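 active means compounds that reduced the stress-induced luciferase reporter signal by more than about 70% of percent inhibition, limit read from the data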;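 further: 0% = tunicamycin plus vehicle and 100% = wells without tunicamycin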
L929 necroptosis: inhibitors of zVAD-triggered necroptosis, primary screen, L929 cells. L929 zVAD necroptosis rescue, ATP luminescence, 24 h; with zVAD 60 µM. viability rescue, % at 10 µM. hit rate 0.38% among 220,000. AID 1377, 2008;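 active means activation, scaled between plate controls, above about 75%, limit read from the data; inactive means activation under that limit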;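 further: 0% = zVAD with DMSO and 100% = DMSO alone without zVAD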
PGE2 EP2 inh: human EP2 receptor antagonists, primary screen, TR-FRET cAMP, C6 glioma cells; Prostaglandin E2 receptor EP2 subtype (Homo sapiens), P43116; C6 glioma cells expressing human EP2; cells stimulated with saturating PGE2; inhibition, % at 25 µM; hit rate 0.52% among 260,000; AID 1422, 2008;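 active means percent inhibition above 40 after rounding to a whole number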;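 further: rat C6 glioma host cells with rolipram phosphodiesterase inhibitor present; the protocol text gives 20 µM as final concentration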
Target sequence (P43116 whole entry, looked up): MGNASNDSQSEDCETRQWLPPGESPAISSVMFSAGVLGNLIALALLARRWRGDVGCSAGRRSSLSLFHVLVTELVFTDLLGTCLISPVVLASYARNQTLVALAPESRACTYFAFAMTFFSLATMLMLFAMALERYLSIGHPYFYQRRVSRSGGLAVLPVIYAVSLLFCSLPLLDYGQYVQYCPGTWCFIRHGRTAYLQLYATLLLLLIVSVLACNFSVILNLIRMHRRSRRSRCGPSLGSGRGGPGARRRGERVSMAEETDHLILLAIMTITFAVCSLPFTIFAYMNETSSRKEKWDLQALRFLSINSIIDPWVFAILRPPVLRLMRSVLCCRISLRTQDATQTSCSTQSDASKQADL
PPC-1+TRAIL kill: compounds killing PPC-1 cancer cells with TRAIL present, primary screen, TRAIL potentiator project, ATPLite luminescence, uHTS. cell killing (% activity), % at 4 µM. hit rate 0.41% among 220,000. PPC-1 cells + TRAIL, ATPLite viability luminescence;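 active means cell killing above 50% in the first pass at 4 µM, then a duplicate retest at 5 µM averaging 50% or more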;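 further: plate controls were cells with TRAIL plus DMSO for no effect and medium-only wells lacking cells for full effect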
TbHK1 inh: Trypanosoma brucei hexokinase 1 inhibitors, primary screen, biochemical, G6PDH-coupled NADH absorbance, MLSCN library; hexokinase 1 [Trypanosoma brucei]; recombinant TbHK1, G6PDH-coupled NADH A340; inhibition, % at 10 µM; hit rate 0.11% among 220,000; AID 1430, 2008;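 active means inhibition of 50% or more in the single-dose primary screen; inactive means inhibition below 50%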
The depositor's hits bear a star; . = no result given; & = joins results of further samples.

The line under a structure holds: FXIa inh, Wee1 stabilizer, FXIIa inh, TNF necrop inh, CHOP inhibitor, L929 necroptosis, PGE2 EP2 inh, PPC-1+TRAIL kill, TbHK1 inh
> O=C(Nc1cccc(-c2cn3ccccc3n2)c1)c1cccs1
  8, 3, 10, 2.2, 6, 3.8, 17, 23, 5
> O=C(N/N=C\c1cn(-c2ccccc2)nc1-c1ccccc1)c1ccc(Br)o1
  1, 0, 2, -13, 23, 0.2, ., 10, -24
> Cc1cccc2nc(COc3ccc(Cl)c4cccnc34)cn12
  -1, 0, 9, -0.6, 23, 3.4, 1, 23, 3
> COc1cc(N)c(Cl)cc1Cl
  -4, -1, 6, -0.9, 2, 1.2, 9, -10, -8
> COc1ccc(Cn2c(-c3ccco3)nc3oc4ccccc4c(=O)c3c2=O)cc1
  -9, 1, 9, -0.7, 5, 0.8, 11, 19, 3
> C=CCn1c(SCC(=O)NC(=O)NC2CCCC2)nnc1C1CCCCC1
  2, 1, 11, -0.2, -9, 0.8, 13, -6, 7
> CC(=O)NCCNC(=O)C1CCCCN1S(=O)(=O)c1ccccc1 (stereo unspecified)
  -3, -1, 2, -0.8, 6, 0.0, 0, -15, 0
> COCCN1C(=O)/C(=C/c2ccc(Oc3ccc([N+](=O)[O-])cn3)c(OC)c2)SC1=Nc1ccccc1
  8, -1, 16, -0.6, 10, -0.8, 5, -5, -34
> CC(=O)n1cc([C@H]2C=C(C(=O)N3CCN(Cc4ccc5c(c4)OCO5)CC3)O[C@@H](OCCCCO)C2)c2ccccc21
  0, 1, 6, -0.7, 25, 1.0, 19, 6, -11
> Cc1cc(NC(=O)CCC(=O)N(Cc2ccco2)C(C)(C)C(=O)NC2CCCCC2)no1
  -6, 1, 9, -1.4, 13, -0.4, 6, 18, 2
> Cc1cccc(-n2c(SCC(N)=O)nc3c(c2=O)C2(CCCC2)Cc2ccccc2-3)c1
  7, -1, 14, 1.3, 32, -0.1, 12, 16, -8
> Cc1nc2ccc(NC(=S)N3CCN(c4ccccn4)CC3)cc2nc1C
  6, 9.0*, 10, -3.8, 33, -0.6, 12, 2, -18
> CCOc1ccc(NC(=O)COc2nsnc2N2CCOCC2)cc1
  4, 3, -2, -0.3, -13, 3.2, 4, -1, 1
> CCOC(=O)Cn1c(=O)oc2cc(S(=O)(=O)Nc3c(C)cc(C)cc3C)ccc21
  12, -2, 3, -2.4, 40, 0.4, 15, -2, -5
> COc1ccc(NC(=O)NC(C)C2CC3CCC2C3)cc1 (stereo unspecified)
  0, 0, 6, 1.8, 12, 18, 6, 7, 1
> CCCC(=O)N1CCN(c2ccc(NC(=S)NC(=O)c3cccc(C)c3)cc2)CC1
  -6, 1, -7, -3.1, 60, -0.5, 8, 8, -2
> CCOC(=O)c1c(C)[nH]c(C(=O)COC(=O)CNC(=O)c2ccc(Cl)cc2)c1C
  -1, -2, 9, 0.8, 21, 0.2, 12, 4, -4
> CCNC(=O)NC(=O)C(C)OC(=O)CCS(=O)(=O)c1ccc(C)cc1 (stereo unspecified)
  -4, 2, 4, 0.7, -14, 0.4, 6, 13, 0
> CN(C)C(=O)c1cccn1-c1ncc(C(F)(F)F)cc1Cl
  -6, 0, 2, 0.0, 28, 2.1, 3, -24, -3
> CN(c1ccc(OCC(=O)OCC(=O)Nc2ccc(Br)cc2)cc1)S(=O)(=O)c1cccs1
  21, -1, 25, 1.3, 20, 0.5, 9, 35, 8
> O=C(Nc1ccc(O)cc1)c1ccc2c(c1)C(=O)N(Cc1ccco1)C2=O
  6, 0, 11, 0.4, 18, 0.4, 4, 29, 25
> CC(/C=N/N1CCN(Cc2ccccc2)CC1)=C\c1ccccc1
  -3, 4, 5, 1.8, 34, 13, 9, 11, -4
> CC(NCC1(N2CCOCC2)CCCCC1)C(=O)N1CCc2ccccc21 (stereo unspecified)
  8, 1, 13, 0.3, 31, 0.3, 9, 4, 3
> COc1ccc(CN2CCN(C3CCOCC3)CC2CCO)c(C)c1C (stereo unspecified)
  0, 1, 6, 1.2, 17, 0.0, 4, 17, -11
> CC1(C)C(c2cccs2)=NC(c2ccccc2)N1O (stereo unspecified)
  0, -2, 14, -3.8, 21, 0.4, 9, 14, -1
> Cc1cc(C(=O)NP(=O)(N2CC(C)OC(C)C2)N2CC(C)OC(C)C2)c(C)n1C1CC1 (stereo unspecified)
  -2, -3, 2, 1.5, -11, 0.9, 7, 16, -11
> Cc1cc(OCC(=O)Nn2cnnc2)c(C)cc1Br
  -2, -3, -5, -0.5, -9, 0.0, 7, 10, -4
> Cn1c(N)c(C(=O)COC(=O)C2=NNC(=O)CC2)c(=O)n(C)c1=O
  -1, -2, 7, -1.1, 5, 0.5, 13, 1, -2
> Cc1ccc(C(=O)N/N=C2\CCSC2)cc1[N+](=O)[O-]
  4, -1, 6, 0.5, -6, -0.1, 7, -16, -1
> CC(c1ccncn1)N(C)Cc1nc(-c2ccc(C(F)(F)F)cc2)no1 (stereo unspecified)
  2, 4, 11, 0.4, 1, 0.0, 3, 9, -6
> COc1ccc(NC(=O)COC(=O)c2ccc(S(=O)(=O)N(C)c3ccccc3OC)cc2)cc1OC
  -1, -1, 11, 0.4, 6, 8.0, 5, 10, -12
> COc1ccc(CCN(C(=O)C(F)(F)F)C(C(=O)NC2CCCCC2)c2ccc(C)s2)cc1 (stereo unspecified)
  4, 0, 4, -0.8, 87*, 0.5, 16, 2, 0
> CC(=O)Nc1ccc(C(=O)N/N=C/c2cc(Br)cc(Br)c2O)cc1
  2, -1, 11, -8.0, 105*, 11, 3, 25, -3
> Cc1cc(Cl)ccc1Oc1ncc(-c2ccc(Cl)cc2)cn1
  0, 1, 7, -0.4, 33, 0.1, 14, 16, -4
> Fc1ccc(-c2nnc(-n3nnc4ccccc43)c3ccccc23)cc1
  ., -1, ., 7.5, ., 0.2, 6, ., -9
> COc1ccc(NC(=O)CCCn2c(=O)c3sccc3n(Cc3ccc(C)cc3C)c2=O)cc1
  7, -2, 9, -0.9, 11, ., 5, 9, 4
> O=S(c1ccsc1)c1ccsc1
  3, -1, 13, -1.8, 38, -0.2, 5, 12, 0
> Cc1noc(C)c1COC(=O)C1CC(O)CN1S(=O)(=O)c1ccc(Cl)cc1 (stereo unspecified)
  4, -2, 22, -0.2, -21, -0.3, 9, 41, 17
> CC1CC(C)CN(C(=S)Nc2ccc(SC(F)F)cc2)C1 (stereo unspecified)
  -3, 1, 2, 1.1, 39, -1.1, 9, -12, 0
> CC(Oc1ccc(Cl)cc1Cl)C(=O)Nc1ccncc1 (stereo unspecified)
  5, -1, 11, -12, ., 0.5, 11, 18, 3
> CN(C)c1ccc(/C=N/N=C(N)N)cc1[N+](=O)[O-]
  -5, -2, 7, 2.0, -28, 1.9, 11, 0, -29
> CCOC(=O)C1CCN(C(=O)CN(c2ccc(Cl)c(C(F)(F)F)c2)S(C)(=O)=O)CC1
  -12, 0, 1, -1.0, 35, -0.4, 13, -28, 1
> O=C(CCc1ccccc1)NC(=S)Nc1cc(C(F)(F)F)ccc1N1CCOCC1
  -18, -2, 12, 3.3, 64, 0.2, 6, 8, 2
> CCOC(=O)C(CC)Sc1cc(C)nc2ccc(OC)cc12 (stereo unspecified)
  21, 4, 8, 0.7, 4, -0.5, 4, 19, -8
> CCC(=O)Nc1ccc(NC(=O)CSc2nnc(C(C)C)n2C)cc1
  7, -2, 15, -0.3, -2, -0.1, 14, 13, 26
> CCOC(=O)c1c(C)[nH]c(C)c1C(=O)COC(=O)c1c(OC)cccc1OC
  1, 3, 12, 0.6, 16, 0.1, 13, 22, -3
> O=C(NCc1ccccn1)c1ccc(N2CCCC2)c([N+](=O)[O-])c1
  -4, 1, 3, 0.4, 10, 5.5, 8, 11, 0
> Cc1ccc(C2C3CSCC=C3C(C#N)=C(N)C2(C#N)C#N)cc1 (stereo unspecified)
  4, 1, -4, -1.1, -27, -2.0, 10, 5, 0
> Cc1cccc(N2CCN(C(=O)CCn3c(=O)[nH]c4ccccc4c3=O)CC2)c1C
  0, -3, 2, -11, -16, 0.0, 5, 17, 2
> COc1ccc(C(=O)NC(=S)NNC(=O)COc2ccccc2)cc1
  -3, 0, -5, 0.0, 42, -0.3, 10, 27, 3

Full records from above:
Results for O=C(CCc1ccccc1)NC(=S)Nc1cc(C(F)(F)F)ccc1N1CCOCC1 : FXIa inh = -18; Wee1 stabilizer = -2; FXIIa inh = 12; TNF necrop inh = 3.3; CHOP inhibitor = 64; L929 necroptosis = 0.2; PGE2 EP2 inh = 6; PPC-1+TRAIL kill = 8; TbHK1 inh = 2
Results for CC(c1ccncn1)N(C)Cc1nc(-c2ccc(C(F)(F)F)cc2)no1 (stereo unspecified) : FXIa inh = 2; Wee1 stabilizer = 4; FXIIa inh = 11; TNF necrop inh = 0.4; CHOP inhibitor = 1; L929 necroptosis = 0.0; PGE2 EP2 inh = 3; PPC-1+TRAIL kill = 9; TbHK1 inh = -6

The listing continues:
The line under a structure holds: FXIa inh, Wee1 stabilizer, FXIIa inh, TNF necrop inh, CHOP inhibitor, L929 necroptosis, PGE2 EP2 inh, PPC-1+TRAIL kill, TbHK1 inh
> Cc1ccc(NC(=O)C2CCCN2C(=O)Oc2ccccc2)cc1 (stereo unspecified)
  2, -1, -2, -1.1, 19, 0.1, 11, 2, -3
> CCCN(CCC)C(=O)Cn1c(=O)c2sccc2n2c(=S)sc(-c3ccccc3)c12
  3, 0, 10, 0.2, 12, 0.6, 8, 8, -16
> CCOC(=O)C1(CC2CCCCO2)CCN(Cc2ccc(OC)cc2F)CC1 (stereo unspecified)
  -1, 0, 3, -0.2, 10, -0.2, 4, -5, 2
> O=C(NCCCN1CCOCC1)c1ccccc1NS(=O)(=O)c1ccc(Br)cc1
  -1, 7, 13, -0.1, 5, 1.9, 9, -1, -1
> O=C(CSc1nnc(CCc2nc3ccccc3[nH]2)n1-c1ccccc1)NCc1ccco1
  7, 0, 12, -0.4, 12, 0.8, 8&8, 17, -10
> COc1ccccc1/C=C/C1=NC(=C\C=C/c2ccccc2)/C(=O)O1
  12, 0, 17, -0.1, 24, 2.4, 5, 14, 7
> O=C(Nc1ccccc1N1CCCC1)c1ccco1
  2, -2, 10, -3.5, 34, -0.2, 15, -2, 2
> Cc1ccc(OS(=O)Nc2cccc3nccnc23)cc1 (stereo unspecified)
  4, -2, 29, -3.7, 7, -0.2, 18, 7, -2

Only part of the results is shown; the hit share may differ from the screen's.
